High-throughput results from PubChem.
MCF10A rerep: induces DNA re-replication in MCF 10a normal breast cells; MCF 10A DNA re-replication, Hoechst nuclear intensity, 48 h; Potency, µM (doses to about 46.1 µM), without a hit: at the top dose activity, positive = re-replication, usual class: activators; 350,000 tested, 2.9% active; AID 624296; further: potency means the concentration at half of the fitted maximal effect; % of control where 0% means no effect; nearly all actives have a fitted effect of over 50% in size
ATXN viability: reduces viability in counter-screen for ATXN expression inhibitors; S2 cells (HEK-293 line with an ATXN2-luciferase reporter) viability, CellTiter-Fluor protease fluorescence, 24 h; 400,000 tested, 0.49% active; Potency, µM (titrated, usually from 56.7 µM), most hits filed as cytotoxic; AID 651635; further: potency means the concentration at half of the fitted maximal effect; nearly all actives have a fitted effect of over 40% in size
KB-3-1 cytotox: kills parental KB-3-1 adenocarcinoma cells; AID 1347075; Potency, µM (series often up to 46.1 µM), inactives show at the top dose activity change, negative = cytotoxic, usual class: cytotoxic; 400,000 tested, 1.4% active; KB-3-1 viability, CellTiter-Glo ATP luminescence, 72 h; further: potency means the concentration at half of the fitted maximal effect; on the % scale 0 is the no-effect control and ±100 the full control effect; nearly all actives have a fitted effect of over 60% in size
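Here the drug-naive KB-3-1 line serves as comparator for MDR sub-line selectivity; cells received compound titrations, 72 h at 37 °C, then CellTiter-Glo readout.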
HT1080 IDH1KD tx: toxicity to HT-1080 IDH1 knockdown cells (counter line); HT-1080 IDH1 knockdown viability, ATP luminescence, 48 h; Potency, µM (top dose mostly 46.1 µM), for the others: at the highest dose activity, negative = toxicity, hits mostly cytotoxic; 360,000 tested, 2% active; AID 686971;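 further: potency means the concentration at half of the fitted maximal effect; 0% = DMSO wells and -100% = cell-free medium wells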
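Knockdown cells (IDH1KD HT-1080) received compounds 2 h after plating at 750 cells/well and were kept 48 h at 37 °C in 5% FBS RPMI. A CellTiter-Glo luminescence read gave % activity for curve fitting.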
HT1080-NT tox: kills 2HG-producing HT-1080-NT fibrosarcoma cells | HT-1080-NT fibrosarcoma viability, CellTiter-Glo ATP luminescence, 48 h | Potency, µM (titrated, usually from 46.1 µM), for inactives: at the top dose activity, negative = less viability, actives largely listed as cytotoxic | 360,000 tested, 1.6% active;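 further: NT is the 2HG producing partner of a matched IDH1 knockdown line; potency means the concentration at half of the fitted maximal effect; 0% = DMSO-treated cells and -100% = media-only wells without cells; nearly all actives have a fitted effect of over 55% in size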
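Fibrosarcoma NT cells, 750 per well in 5% FBS RPMI, were exposed to compound for 48 hours. Viability: CellTiter-Glo luminescence.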
SW480 rerep: inducers of DNA re-replication in SW480 colon cancer cells; AID 624297; SW480 DNA re-replication, Hoechst DNA content imaging, 48 h; 340,000 tested, 1.8% active; Potency, µM (top dose mostly 46.1 µM), for the others: top-dose re-replication activation, actives largely listed as activators; further: potency means the concentration at half of the fitted maximal effect; % of control where 0% means no effect; nearly all actives have a fitted effect of over 55% in size
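Image-based read-out: total Hoechst fluorescence of nuclei (405 nm excitation, 500-530 nm emission), with hits raising the fraction of high-intensity nuclei. SW480 colon cells incubated 48 hr with compounds at 37 C.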
ATXN2 expr inh: ATXN2 expression inhibition. 360,000 tested, 0.72% active. HEK-293 ATXN2-luciferase reporter, luminescence, 24 h. AID 1745845. Potency, µM (highest dose often 57 µM), inactives show at the top dose activity change, negative = inhibition, actives largely listed as inhibitors; further: potency means the concentration at half of the fitted maximal effect; on the % scale 0 is the no-effect control and ±100 the full control effect; nearly all actives have a fitted effect of over 55% in size
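qHTS (up to 57 uM final) was run with 24 h compound exposure of reporter cells at 37 °C. Each well was multiplexed: SteadyGlo luminescence measured ATXN2-luciferase expression after a fluorogenic Gly-Phe-AFC viability readout (25 uM final).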
KB-V1 cytotox: KB-V1 MDR subline cytotoxicity; 400,000 tested, 3.4% active; KB-V1 MDR cells viability, CellTiter-Glo, 72 h; Potency, µM (highest dose often 46.1 µM), without a hit: at the highest dose activity change, negative = cytotoxicity, hits mostly cytotoxic; further: potency means the concentration at half of the fitted maximal effect; on the % scale 0 is the no-effect control and ±100 the full control effect; nearly all actives have a fitted effect of over 60% in size
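Luminescent ATP read-out (CellTiter-Glo, 10 min) measures survival of drug-selected KB-V1 MDR cells after 72 h, 37 degrees C compound exposure. Medium: phenol-red-free DMEM, 10% FBS. Values from fitted concentration-response curves.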
IL-1B inflam inh: inflammasome signaling inhibition, IL-1 beta readout; THP-1 LPS/ATP IL-1B secretion, AlphaLISA, 16 h; active compounds read low; activity change, % at 57.5 µM; 360,000 tested, 4.7% active; in the data active means activity change below about -50%; inconclusive means mostly about -30% to -49%; further: on the % scale 0 is the no-effect control and ±100 the full control effect
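Secreted IL-1B measured by AlphaLISA bead assay after 16 h compound exposure of THP-1 cells; compounds (final up to 57.5 uM) added 1 h before LPS (250 ng/mL) and ATP (1.25 mM) stimulation; lower signal means less secretion.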
* hit, by the source's call; i = inactive; ? = inconclusive; . = not tested or not shown; & = joins results of further samples; [ ] = dose if it differs, or a comment. Unless noted, the call rests on the fitted dose curve; in most records, active means well fitted curve in the direction sought with a large enough effect; inconclusive means small, poorly fitted or top-dose-only effect, or another doubt; inactive means no such curve, though single readings can be large; an effect the other way counts as inactive or inconclusive.

SMILES	MCF10A rerep	ATXN viability	KB-3-1 cytotox	HT1080 IDH1KD tx	HT1080-NT tox	SW480 rerep	ATXN2 expr inh	KB-V1 cytotox	IL-1B inflam inh
O=c1[nH]c(-c2ccccc2)nnc1-c1ccccc1	-23%	i	-10%	3%	12%	2%	4%	-30%	4
C=C(C)C(=O)NC1=NN(c2ccccc2)C(=O)C1	0%	i	3%	8%	0%	-2%	4%	22%	-8
COc1ccc(-n2c(=S)[nH]c3cc(C(=O)O)ccc3c2=O)cc1	-20%	i	1%	15%	10%	-13%	0%	-2%	4
COc1cccc(C(=O)NC(=S)Nc2ccc(N(C)C)cc2)c1	7%	i	3%	-8%	-12%	3%	48%[activator]	?	-22
O=C(NCc1ccco1)c1cc(C(=O)C2CCCCC2)c[nH]1	19%	i	-1%	-2%	1%	-1%	3%	10µM*	-20
O=C(Nc1ccccc1C(=O)N1CCN(Cc2ccccc2)CC1)c1ccccn1	22%	i	-4%	5%	-4%	13%	-8%	-25%	-21
c1ccc(-c2nc(-n3ccnc3)nc(-n3ccnc3)n2)cc1	?	.	-8%	-24%	-6%	8%	.	?	-84*
CCCCN1C(=O)/C(=C2\SC(N3CCCCC3)=NC2=O)c2ccccc21	?	i	?	4%	2%	-1%	46%[activator]	?	-28
COc1ccc(/C=C(\NC(=O)c2ccc(C)cc2)C(=O)N2CCCCC2)cc1	21%	?	12%	10%	0%	-5%	.	13%	0
O=C(CSc1nnc(-c2ccccc2O)o1)N1CCc2ccccc2C1	?	i	-8%	?	-1%	?	2%	?	-4
CNS(=O)(=O)c1cc(NC(=O)CCCNC(=O)c2ccc(Cl)cc2)ccc1C	2%	i	1%	0%	7%	-9%	-4%	24%	50
Cc1ccc(C(=O)OC2CCCN(C)C2)cc1 (stereo unspecified)	0%	i	6%	7%	0%	1%	.	-10%	16
Cn1nc(C(=O)Nc2cccc(C(=O)NC3CC3)c2)c2ccccc2c1=O	0%	i	-2%	5%	4%	-3%	.	-8%	-6
COc1ccc(OC)c(NC(=O)CSc2ccc3ccccc3c2)c1	3%	i	-22%	-1%	-1%	1%	-14%	0%	8
COCc1ccc(C(=O)N2CCCC(Nc3ccc(C(C)C)cc3)C2)s1 (stereo unspecified)	1%	?	-7%	-17%	-1%	-3%	-16%	-20%	0
O=C(Nc1ccc2c(c1)OCCO2)c1cc(F)c(F)cc1Cl	-5%	?	16%	6%	3%	-10%	12%	0%	-5
Cc1ccc(C(=O)Nc2nc(C(C)(C)C)cs2)s1	?	i	?	?	-18%	14%	50%[activator]	?	-30
O=C(NC1CCCC1)c1cc2nc(-c3ccccc3)cc(-c3ccccc3)n2n1	?	i	0%	7%	0%	-3%	.	-19%	28
Cc1cc(C(=O)OC2CCOC2=O)c2ccccc2n1 (stereo unspecified)	-2%	i	-1%	4%	-7%	-4%	1%	-6%	9
CCc1nc2c(OCc3ccccc3C(=O)OC)cccn2c1N(C)C(=O)Nc1ccccc1OC	.	?	0%	-30%	-7%	.	?	-2%	-27
NC(=O)C1=C[C@@H](c2ccc(Br)cc2)C[C@@H](OCc2ccc(CO)cc2)O1	-8%	i	0%	0%	-2%	-7%	6%	24%	21
O=C(Nc1ccc(NC(=O)C2CC2)nc1)c1ccco1	2%	?	18%	14%	20%	-4%	22%	-2%	-30
Cc1ccc2nc(-c3ccc(SCC(=O)Nc4nc(C)cs4)nc3)[nH]c2c1	?	i	?	-27%	-8%	8%	2%	-22%	9
O=C(COc1ccccc1[N+](=O)[O-])OCC(=O)c1ccc(Br)s1	-25%	i	15%	-1%	3%	-1%	2%	17%	17
CN(C)C(CNC(=O)CCc1nc2ccccc2s1)c1ccccc1 (stereo unspecified)	6%	i	-13%	-10%	4%	-5%	6%	-14%	-3
O=[N+]([O-])c1cccc(-c2nnnn2-c2cccc(F)c2)c1	4%	i	8%	0%	3%	-2%	-3%	11%	21
Cc1cccc(Nc2nnc(SCC3CCCCO3)s2)c1 (stereo unspecified)	9%	i	-2%	-16%	-3%	2%	57%[activator]	?	-5
CC1CCCC(C)N1C(=O)COC(=O)CNC(=O)c1ccc(Cl)cc1Cl (stereo unspecified)	-3%	i	-2%	1%	-2%	-6%	7%	5%	7
Cc1ccnc(NC(=O)Cc2ccc(F)cc2)n1	0%	i	16%	11%	-9%	-8%	17%	20%	4
Cc1ccc2c(=O)cc(C(=O)Nc3cccc(C(F)(F)F)c3)oc2c1C	.	i	5%	.	.	.	7%	3%	.

Complete entries, looked up by structure.
`Cc1cccc(Nc2nnc(SCC3CCCCO3)s2)c1` (stereo unspecified) across the screens: MCF10A rerep: 9%; ATXN viability: i; KB-3-1 cytotox: -2%; HT1080 IDH1KD tx: -16%; HT1080-NT tox: -3%; SW480 rerep: 2%; ATXN2 expr inh: 57%[activator]; KB-V1 cytotox: ?; IL-1B inflam inh: -5
`O=C(Nc1ccc(NC(=O)C2CC2)nc1)c1ccco1` across the screens: MCF10A rerep: 2%; ATXN viability: ?; KB-3-1 cytotox: 18%; HT1080 IDH1KD tx: 14%; HT1080-NT tox: 20%; SW480 rerep: -4%; ATXN2 expr inh: 22%; KB-V1 cytotox: -2%; IL-1B inflam inh: -30
`CC1CCCC(C)N1C(=O)COC(=O)CNC(=O)c1ccc(Cl)cc1Cl` (stereo unspecified) across the screens: MCF10A rerep: -3%; ATXN viability: i; KB-3-1 cytotox: -2%; HT1080 IDH1KD tx: 1%; HT1080-NT tox: -2%; SW480 rerep: -6%; ATXN2 expr inh: 7%; KB-V1 cytotox: 5%; IL-1B inflam inh: 7

The list goes on:
SMILES	MCF10A rerep	ATXN viability	KB-3-1 cytotox	HT1080 IDH1KD tx	HT1080-NT tox	SW480 rerep	ATXN2 expr inh	KB-V1 cytotox	IL-1B inflam inh
Cc1ccc(-c2nc(-c3ccc(Cl)cc3)sc2CC(=O)O)c(C)c1	-1%	i	6%	12%	3%	0%	.	4%	24
CSC1=NCCN1S(=O)(=O)c1ccc(C)cc1	1%	.	5%	4%	10%	-1%	.	18%	14
CCCCn1nnnc1C(CCSC)N1CCN(C/C=C/c2ccccc2)CC1 (stereo unspecified)	.	?	0%	-3%	-2%	.	-20%	?	-26
O=C(CSCc1ccccc1Br)NNC(=S)NCc1ccco1	?	i	?	5%	8%	0%	-5%	?	-15
O=C(Nc1ccc(Cc2ccc(NC(=O)C3CC3)c(O)c2)cc1O)C1CC1	18%	i	-6%	-10%	-7%	0%	2%	13%	-6
Cc1ccc(CNC(=O)Cn2c(SCC(=O)Nc3ccc(F)cc3)nc3ccccc32)cc1	.	?	4%	.	.	.	?	-11%	.
CCOc1ccc(S(=O)(=O)N2CCC(C(=O)OCc3cccc(OC)c3OC)CC2)cc1	1%	i	3%	4%	7%	-6%	8%	0%	7
O=C(O)c1ccc(-c2nc3ccccc3s2)o1	3%	i	3%	4%	13%	2%	12%	1%	10
COc1ccccc1N1CCN(C(=O)CCS(=O)(=O)c2ccc3c(c2)oc(=O)n3C)CC1	7%	i	5%&0%	11%	10%	0%	10%&4%	9%&-1%	15
Cc1nn(C2CCS(=O)(=O)C2)c(C)c1CN(C)C(=O)c1ccc(F)cc1 (stereo unspecified)	.	i	-1%	-4%	2%	.	.	7%	4
O=c1[nH][nH]c(=O)c(Cl)c1Cl	-4%	i	-24%	4%	0%	7%	-2%	-1%	-14
O=C(NCCc1ccccc1)C(c1ccncc1)N(C(=O)c1csnn1)C1CC1 (stereo unspecified)	0%	i	-4%	1%	5%	1%	5%	-26%	27
COc1cccc2c1N1C(=O)c3c(C(=O)O)cccc3C1CC2(C)C (stereo unspecified)	-22%	i	1%	1%	5%	-144%[inhibitor]	-3%	2%	10
CSc1nc2nc3c(cc2c(=O)[nH]1)C(O)Oc1ccc(C)cc1-3 (stereo unspecified)	?	i	5%	-2%	0%	-15%	-8%	4%	37
Cc1ccc(NC(=O)CCC(=O)NNC(=O)/C=C/C(=O)O)c(C)c1	-2%	i	11%	22%	29%	-12%	3%	-8%	5
Cc1cc(C)nc(Nc2ccc(N3CCOCC3)cc2)n1	-9%	i	2%	28%	8%	-5%	43%[activator]	7%	-4
O=C(O)c1ccccc1-c1nc2ccccc2c(=O)[nH]1	0%	i	-8%	4%	12%	-3%	-28%	8%	14
O=C(O)c1ccc(Cl)c(S(=O)(=O)Nc2ccccc2N2CCOCC2)c1	2%	i	0%	0%	14%	-3%	-21%	-1%	7
CCOCCCNC(=O)/C(C#N)=C/c1ccccc1F	-1%	i	-9%	15%	12%	-6%	-17%	0%	8
N#Cc1ccccc1COC(=O)CCN=C1NS(=O)(=O)c2ccccc21	-2%	i	-1%	0%	-6%	0%	1%	-10%	28
COc1cccc2c(=O)n(CC(=O)Nc3ccc(F)cc3)ccc12	12%	i	-1%	-1%	-2%	1%	-5%	-11%	-21
COc1ccccc1C1c2[nH]c3ccccc3c2CCN1Cc1cnc(C)s1 (stereo unspecified)	1%	.	1%	0%	0%	1%	8%	-2%	6
CCOC(=O)Cn1c(=O)oc2cc(S(=O)(=O)N(C)c3cccc(C)c3)ccc21	1%	i	-5%	0%	-6%	?	-8%	-2%	22
O=C(Nc1ccc(N2CCN(c3ccc(F)cc3)CC2)c(C(=O)O)c1)c1cccs1	.	?	14%	.	.	.	4%	0%	.
O=C(NCCCNC(=O)c1cnccn1)c1cccc(Cl)c1	-13%	i	3%	12%	10%	-30%	4%	7%	16

An unsorted share of the library (roughly 11% active in at least one column).
